RXFP1 antag: RXFP1 (human) relaxin receptor antagonism; activity change, negative = inhibition, % at 57.5 µM; AID 1259400; Q9HBX9; 0.59% of 350,000 active; HEK293-RXFP1, relaxin-stimulated cAMP HTRF, 30 min; active compounds read low;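 active = activity change of -60% or lower, but not beyond a set lower limit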; also: % is scaled to controls: 0 for no effect and ±100 for the full control effect
Target sequence (Q9HBX9 whole entry, looked up): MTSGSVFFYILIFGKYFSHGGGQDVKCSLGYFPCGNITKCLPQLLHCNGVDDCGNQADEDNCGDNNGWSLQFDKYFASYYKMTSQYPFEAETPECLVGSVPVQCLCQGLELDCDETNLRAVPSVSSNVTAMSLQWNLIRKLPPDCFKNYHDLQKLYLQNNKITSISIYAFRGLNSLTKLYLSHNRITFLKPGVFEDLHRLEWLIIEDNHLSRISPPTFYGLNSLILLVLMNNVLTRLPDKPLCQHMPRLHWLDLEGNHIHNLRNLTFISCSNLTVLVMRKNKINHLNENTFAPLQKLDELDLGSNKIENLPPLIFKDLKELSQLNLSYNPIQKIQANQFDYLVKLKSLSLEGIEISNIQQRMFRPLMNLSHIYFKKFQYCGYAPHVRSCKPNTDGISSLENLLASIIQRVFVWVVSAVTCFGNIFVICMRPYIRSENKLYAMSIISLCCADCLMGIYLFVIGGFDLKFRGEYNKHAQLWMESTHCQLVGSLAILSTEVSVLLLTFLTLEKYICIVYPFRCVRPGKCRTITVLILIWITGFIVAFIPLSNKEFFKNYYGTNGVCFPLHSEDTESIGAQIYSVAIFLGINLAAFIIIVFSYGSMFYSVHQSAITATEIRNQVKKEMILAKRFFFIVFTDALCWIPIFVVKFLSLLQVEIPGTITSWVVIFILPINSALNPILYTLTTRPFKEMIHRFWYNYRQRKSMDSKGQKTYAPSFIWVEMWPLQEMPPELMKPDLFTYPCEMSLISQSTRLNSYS
TRHR agonist: agonists of human TRH receptor; TRHR cells, calcium flux fluo-8, FDSS agonist mode; activation, % at 2 µM; 0.18% of 360,000 active; AID 493084; also: 0% is about no effect
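Read-out: compound-evoked intracellular calcium rise in TRHR cells, fluo-8 dye, kinetic FDSS fluorescence at 1 s/cycle following a 10-cycle baseline. Cells cultured overnight before dye loading (30 min–1.5 h, RT).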
D1 antag: blocks dopamine activation of the human D1 receptor; P21728; activity change, negative = inhibition, % at 10 µM; AID 504652; HEK293 TREx D1 cells, calcium flux, dopamine EC80; active compounds read low; 3.2% of 360,000 active; in the data active = activity change below about -30%; also: % is scaled to controls: 0 for no effect and ±100 for the full control effect
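After overnight tetracycline induction at 30 C, force-coupled D1 HEK293 cells took up a no-wash calcium dye at room temperature. Compounds were added and monitored 180 s, and the response to EC80 dopamine was then recorded.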
D1 potentiator: enhances dopamine response at the human D1 receptor | P21728 | HEK293 TREx D1 cells, calcium flux, dopamine EC20 potentiation | potentiation, % at 10 µM | 0.036% of 360,000 active | AID 504651; in the data active = potentiation above about 30%; also: 0% is about no effect
D2 antagonist: D2 dopamine receptor (human) antagonism | P14416 | HEK293 TREx D2 cells, calcium flux, dopamine EC80 | inhibition, % at 10 µM | 2% of 340,000 active; in the data active = inhibition above about 30%; also: 0% is about no effect
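Tetracycline-induced HEK293 T-REx cells expressing D2 force-coupled to calcium signalling were dye-loaded, exposed to compound for 180 s, then challenged with an EC80 of dopamine; calcium flux was followed kinetically for a further 180 s.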
D2 potentiator: D2 dopamine receptor (human) potentiation; P14416; 0.34% of 340,000 active; potentiation, % at 10 µM; HEK293 T-REx D2, calcium flux, EC20 dopamine potentiation; AID 485347;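 active = potentiation over 3 SD above the plate norm, cut at about 30% in these data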; also: 0% is about no effect
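Cells plated with tetracycline inducer and held overnight at 30 C; calcium dye loaded 30–90 min at room temperature; baseline taken, compound added and read 180 s; EC20 dopamine then added and read 180 s.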
TRHR PAM: allosterically enhances the human TRH receptor; enhancement, % at 2 µM; 0.66% of 360,000 active; TRHR cells, fluo-8 calcium fluorescence, EC20 TRH enhancement; in the data active = enhancement above about 30%; also: 0% is about no effect
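TRHR-expressing cells loaded with fluo-8 calcium dye were read kinetically (ex 480/em 530) during compound addition, then stimulated with an EC20 of TRH (10 nM final). Enhancement of the Gq-mediated intracellular calcium response was scored.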
D2 agonist: agonists of human D2 dopamine receptor. P14416. HEK293 T-REx D2 cells, calcium flux agonist mode. activation, % at 2 µM. 0.53% of 340,000 active. AID 485358;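 active = activation over 3 SD above normal in the single-dose calcium agonist read, cut at about 30% in these data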; also: 0% is about no effect
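In this primary screen, compounds producing a positive calcium signal within 180 s of addition to tetracycline-induced, force-coupled HEK293 Trex D2 cells are flagged; cells are dye-loaded with a no-wash calcium kit beforehand.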
D1 agonist: human D1 receptor agonism. activation, % at 2 µM. HEK293 T-REx D1 cells, calcium flux, agonist mode. 1% of 360,000 active; also: 0% is about no effect
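Inducible HEK293 T-REx D1 cells, force-coupled to calcium signalling, were plated at 4000 cells/well with tetracycline and held overnight at 30 C. After no-wash calcium dye loading, compound-evoked calcium rise over 180 s flagged agonists.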
The depositor's hits bear a star; . = not tested or not shown; & = joins results of further samples. Rule as the data show it, unless noted: active = activation above about 30%; inactive = the rest.

SMILES	RXFP1 antag	TRHR agonist	D1 antag	D1 potentiator	D2 antagonist	D2 potentiator	TRHR PAM	D2 agonist	D1 agonist
COc1ccc(/C(C)=N/Nc2ncc(Cl)cc2Cl)c(O)c1	-9.3	-0.1	-9.4	3.7	-1.5	-0.5	13.8	1.4	10.0
CC1(C)CC(=O)C=C(c2cccc3c2sc2ccccc23)C1	.	0.6	15.9	-0.8	.	.	-2.6	.	2.7
CCOc1ccccc1NC(=O)C(=O)N/N=C/c1ccc([N+](=O)[O-])cc1	-8.9	0.7	-4.1	-0.7	-25.2	4.2	-0.9	0.6	-0.5
O=C(NCC(c1ccc2c(c1)OCO2)N1CCOCC1)C(=O)Nc1ccc(Cl)cc1 (stereo not drawn)	-9.1	0.9	-19.2	-1.9	.	12.1	-13.1	1.3	3.5
Cc1ccnc(NC(c2ccccc2O)c2oc(CO)cc(=O)c2O)c1 (stereo not drawn)	-3.8	0.4	2.0	-2.0	-8.5	5.0	-2.7	-0.3	2.3
CC/C(O)=N\S(=O)(=O)c1ccc(N=NN(C)C)cc1	-3.7	0.7	-16.1	-8.2	-0.8	-12.5	5.2	-0.3	3.7
COc1cc(/C=C/c2cccc[n+]2C)ccc1OCC(=O)Nc1ccccc1C	-1.0	0.0	8.1	1.9	11.7	.	-0.3	0.0	-1.4
Cc1cc(Oc2ncccc2[N+](=O)[O-])c2cc(Cl)ccc2n1	-0.7	-0.2	0.6	-0.5	-7.4	-0.5	4.7	-0.6	4.4
CC(Sc1nnnn1C)C(=O)Nc1ccccc1-c1ccccc1 (stereo not drawn)	-8.5	0.1	15.7	0.3	-6.1	2.9	1.5	0.5	-0.4
Cc1ccsc1CN1CC(=O)N(c2c(C)cccc2C)C1=S	6.5	0.2	-9.8	-5.0	0.3	.	-3.9	0.1	0.2
S=C(NCc1ccccn1)Nc1ccccc1	-2.1	0.1	-8.2	-2.5	12.0	7.7	2.6	0.5	4.2
O=C(C1CCCN(S(=O)(=O)c2ccccc2[N+](=O)[O-])C1)N1CCN(c2ccccc2)CC1 (stereo not drawn)	1.7	0.1	-23.3	-3.2	-17.9	-2.4	-10.9	1.0	-0.1
Cc1ccc(C(=O)NNC(=O)CSc2nnc(CNc3ccc(F)cc3)n2C)cc1	.	0.0	6.4	-7.3	6.5	-13.7	-2.8	2.2	3.3
O=S(=O)(NCCc1ccccc1)c1ccccc1	7.0	-0.2	-14.7	-7.8	3.4	-1.7	-2.3	-0.8	-0.7
COC(=O)c1ccccc1S(=O)(=O)N1CCC(C(=O)NCc2ccco2)CC1	8.0	0.1	0.6	-1.1	-31.0	5.2	-1.9	0.5	3.6
CCn1ncc(/C=N\NC(=O)c2ccc3c(c2)c(C)c(C)n3Cc2ccccc2)c1C	7.8	-3.0	-21.0	-2.6	-10.4	0.2	-9.1	-0.2	2.3
COCCn1c(SCC(=O)N2CCCCCC2)nc2c(c1=O)SCC2	-1.2	0.0	0.3	1.9	-5.9	-8.5	1.3	-0.8	0.7
Cn1cccc1C(=O)NC(=O)COC(=O)Cc1coc2ccc3ccccc3c12	-10.6	0.2	-7.0	-5.3	2.3	0.0	-3.7	-0.8	6.4
COc1ccc(C(C(=O)NC2CCCCC2)N(C(=O)c2snc(C(N)=O)c2N)c2ccc(OC)cc2OC)cc1 (stereo not drawn)	-8.3	-0.1	30.4	-4.7	-3.5	.	9.2	-2.2	1.8
Cc1c(N=C/C=C2\N(C)c3ccccc3C2(C)C)c(=O)n(-c2ccccc2)n1C	-0.3	0.7	5.1	-1.5	-0.8	-6.9	-2.0	5.1	5.6
c1ccc(Cn2c[n+](Cc3ccccc3)cn2)cc1	2.8	0.0	6.1	7.2	43.1*	-5.6	-2.5	0.5	3.3
Cc1ccc(NC(=O)NCc2cccn2Cc2ccccc2)cc1F	-23.4	-0.1	-12.2	-5.0	.	-11.1	-0.7	0.6	4.5
CCOCCCNc1nc2c(C)cccn2c(=O)c1/C=C1\SC(=S)N(CC(C)C)C1=O	-6.7	7.5	-10.6	-4.2	18.1	5.1	16.0	5.4	30.4*
Cc1ccc(S(=O)(=O)N(C)c2ccc3c(ncn3C)c2[N+](=O)[O-])cc1	.	-0.1	9.4	-0.3	17.1	-32.4	-2.4	0.5	2.0
COc1ccc(NC(=O)CC2C(=O)N(c3ccc(OC)cc3)C(=O)N2C(C)C)cc1 (stereo not drawn)	-17.3	-0.7	0.0	-0.9	5.2	7.2	10.6	0.6	1.3

(further entries)
SMILES	RXFP1 antag	TRHR agonist	D1 antag	D1 potentiator	D2 antagonist	D2 potentiator	TRHR PAM	D2 agonist	D1 agonist
CCOCc1cc(CN2CCC(CCC(=O)NC3CC3)CC2)ccc1OC	4.4	0.7	-11.1	0.3	-6.1	-5.7	2.4	-0.2	-2.9
O=C1N2c3ccccc3CCc3cccc(c32)C1(O)C(F)(F)F (stereo not drawn)	-2.2	0.4	-0.9	-1.9	8.6	.	-3.2	0.3	4.3
Cc1cc(NC(=O)CSc2nc3c(c(=O)n2CCc2ccccc2)SC(C)C3)no1 (stereo not drawn)	3.2	-0.6	-12.0	-0.9	-8.4	4.1	-5.3	-2.8	0.5
O=c1cc(-c2ccccc2)nc2cc(-c3ccco3)[nH]n12	-3.6	-0.6	-21.8	2.5	-20.4	-12.5	-0.9	-0.5	3.1
O=C(Cn1cnc2c(cnn2-c2ccccc2)c1=O)NCCc1ccccc1	-2.8	-0.3	0.3	-3.4	-5.0	-1.0	-5.0	0.5	0.8
COc1ccc(CN2CN(S(=O)(=O)c3ccccc3)c3nc4ccccc4nc32)cc1	-6.1	0.1	-5.0	-0.9	-1.7	6.0	-1.3	0.7	2.2
CCCc1nnc(SCC(=O)N2CCCC2)n1CC1CCCO1 (stereo not drawn)	-7.3	0.1	-3.8	1.3	-5.6	2.8	0.7	-0.8	-0.9
CCN1CCN(C(=O)c2ccc3c(c2)N(Cc2ccccc2)C(=O)c2ccccc2S3=O)CC1 (stereo not drawn)	0.1	0.7&-0.4	0.2&6.7	-8.2&0.3	27.4	-21.9&20.4	0.5&12.5	0.6&0.2	1.5&0.3
Cc1ccc(-c2ccc(=O)n(CC(=O)N3CCN(c4cc(Cl)ccc4C)CC3)n2)cc1	-2.3	1.2	21.9	6.5	.	.	2.3	.	0.9
O=C(NC1CCCCCC1)c1ccc(N2CCCC2=O)cc1	-20.6	0.1	-14.9	-6.7	-8.4	-3.2	-6.7	-0.1	2.3
CCn1c(COc2ccccc2)nc2ccccc21	1.6	0.0	-6.3	-8.4	-18.8	-6.9	1.8	28.9	2.4
CCCCCCCC(O)CC(CC1CCCCC1)C(=O)NN (stereo not drawn)	.	0.0	11.9	-6.5	2.3	-7.3	32.9*	-1.1	1.5
COCc1ccc(C(=O)N2CCCC(CCC(=O)NCc3ccccc3F)C2)o1 (stereo not drawn)	-4.1	-0.1	-6.3	-8.8	-8.0	-9.3	-10.1	0.3	0.5
CSc1ccc(CNC(=O)C2CCC(=O)N(Cc3cccc(F)c3)C2)cc1 (stereo not drawn)	-0.4	0.0	-2.1	-3.8	3.8	1.4	-5.4	0.4	0.8
CCOC(=O)c1c(C)c(C(=O)Nc2ccc3c(c2)OCO3)c(C)n1C	-12.6	-0.2	3.9	-9.6	-31.0	-7.4	-11.4	1.5	2.5
COc1ccc(CCNC(=O)C2CC(=O)N(C3CCCCC3)C2)cc1OC (stereo not drawn)	-5.9	0.2	-5.8	-3.8	4.7	6.5	-4.1	0.9	5.2
CCCCNC(=S)N(C)/N=C/c1ccc2c(c1)OCO2	2.1	-1.0	-23.0	-5.7	8.0	-9.0	-3.5	-1.1	2.3
CCCCNC(=O)COC(=O)c1ccc(N(C)C)cc1	-1.1	0.3	-24.0	-2.9	-7.0	-0.8	2.5	-2.9	4.9
O=C(CN1CCN(c2ccccc2O)CC1)Nc1ccc([N+](=O)[O-])cc1Br	-11.2	0.1	-19.4	-1.9	-5.3	22.7	4.3	1.7	4.6
COc1cc(C2CC(=O)Nc3c2c(C)nn3-c2nc(C)cc(C)n2)cc(OC)c1O (stereo not drawn)	-1.4	0.8	-18.7	-0.1	.	12.4	-1.8	4.0	3.2
O=C(/C=C/c1ccc(F)cc1)NC(=S)NNC(=O)c1cnccn1	-4.0	0.0	6.0	-6.3	.	.	4.8	.	3.1
COc1ccc(CCC(=O)NCCOc2ccc(Cl)cc2)cc1	-9.5	-0.3	-5.7	-4.5	25.0	-4.1	-4.0	-2.8	0.5
O=c1c2ccccc2nc2n1C(CBr)CS2 (stereo not drawn)	4.3	-0.7	.	-3.1	4.2	8.4	-4.5	0.3	0.3
Cc1cc(SCC(=O)OCC(=O)N(C)C2CCS(=O)(=O)C2)c(C)cc1Br (stereo not drawn)	5.2	1.0	-13.6	-5.7	5.4	6.8	0.9	0.2	14.3

12 successive compounds already listed:
SMILES	RXFP1 antag	TRHR agonist	D1 antag	D1 potentiator	D2 antagonist	D2 potentiator	TRHR PAM	D2 agonist	D1 agonist
Cc1ccc(-c2ccc(=O)n(CC(=O)N3CCN(c4cc(Cl)ccc4C)CC3)n2)cc1	-2.3	1.2	21.9	6.5	.	.	2.3	.	0.9
O=C(NC1CCCCCC1)c1ccc(N2CCCC2=O)cc1	-20.6	0.1	-14.9	-6.7	-8.4	-3.2	-6.7	-0.1	2.3
CCn1c(COc2ccccc2)nc2ccccc21	1.6	0.0	-6.3	-8.4	-18.8	-6.9	1.8	28.9	2.4
CCCCCCCC(O)CC(CC1CCCCC1)C(=O)NN (stereo not drawn)	.	0.0	11.9	-6.5	2.3	-7.3	32.9*	-1.1	1.5
COCc1ccc(C(=O)N2CCCC(CCC(=O)NCc3ccccc3F)C2)o1 (stereo not drawn)	-4.1	-0.1	-6.3	-8.8	-8.0	-9.3	-10.1	0.3	0.5
CSc1ccc(CNC(=O)C2CCC(=O)N(Cc3cccc(F)c3)C2)cc1 (stereo not drawn)	-0.4	0.0	-2.1	-3.8	3.8	1.4	-5.4	0.4	0.8
CCOC(=O)c1c(C)c(C(=O)Nc2ccc3c(c2)OCO3)c(C)n1C	-12.6	-0.2	3.9	-9.6	-31.0	-7.4	-11.4	1.5	2.5
COc1ccc(CCNC(=O)C2CC(=O)N(C3CCCCC3)C2)cc1OC (stereo not drawn)	-5.9	0.2	-5.8	-3.8	4.7	6.5	-4.1	0.9	5.2
CCCCNC(=S)N(C)/N=C/c1ccc2c(c1)OCO2	2.1	-1.0	-23.0	-5.7	8.0	-9.0	-3.5	-1.1	2.3
CCCCNC(=O)COC(=O)c1ccc(N(C)C)cc1	-1.1	0.3	-24.0	-2.9	-7.0	-0.8	2.5	-2.9	4.9
O=C(CN1CCN(c2ccccc2O)CC1)Nc1ccc([N+](=O)[O-])cc1Br	-11.2	0.1	-19.4	-1.9	-5.3	22.7	4.3	1.7	4.6
COc1cc(C2CC(=O)Nc3c2c(C)nn3-c2nc(C)cc(C)n2)cc(OC)c1O (stereo not drawn)	-1.4	0.8	-18.7	-0.1	.	12.4	-1.8	4.0	3.2

Compound activity as filed in PubChem.

Random draw from the library. Share with any hit: about 7.1%.
